Rpn11 block = Rpn11 (PSMD14) deubiquitinase inhibitors, primary screen, biochemical, fluorescence polarization, uHTS; 26S proteasome non-ATPase regulatory subunit 14 (Homo sapiens), O00487; calls only at 20 µM; AID 588493, 2011; human 26S proteasome, Ub4-pepOG fluorescence polarization; 20S core pre-blocked with epoxomicin; actives 0.59% (n = 360,000);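 active = inhibition at 20 µM, scaled to each plate's controls, above about 33%, limit read from the data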
DNMT1 inh = human DNMT1 methyltransferase inhibitors, primary screen, biochemical, molecular beacon, fluorescence, HinP1I cleavage, uHTS; actives 0.83% (n = 360,000); inhibition (reported as % activation of signal), % at 10 µM; AID 588458, 2011; in the data active = inhibition above about 50%
SUMO1-SIM PPI = modulators of SUMO1 protein-protein interactions, primary screen, biochemical, uHTS | SUMO1 binding to a labelled peptide, TR-FRET, 1 h | inhibition, % at 20 µM | actives 0.33% (n = 360,000); in the data active = inhibition above about 37%
Target sequence (P63165 whole entry, looked up): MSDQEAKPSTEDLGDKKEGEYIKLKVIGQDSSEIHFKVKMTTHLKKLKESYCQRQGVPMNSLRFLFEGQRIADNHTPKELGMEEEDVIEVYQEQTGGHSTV
Neddylation inh = inhibitors of cullin neddylation, primary screen, biochemical, TR-FRET, uHTS, NAE and Ubc12; NEDD8-conjugating enzyme Ubc12 (Homo sapiens) + NEDD8-activating enzyme E1 regulatory …; calls only at 25 µM; actives 0.58% (n = 360,000); AID 651699, 2012; in the data active = inhibition above about 36%
Rin1 Abl inh = inhibitors of Rin1-Abl protein binding, primary screen, biochemical, TR-FRET | Tyrosine-protein kinase ABL1 (Homo sapiens) + Ras and Rab interactor 1 (Homo sapiens), … | inhibition, % at 7.35 µM | actives 0.4% (n = 360,000); in the data active = inhibition above about 5%, passing the limit was not always enough
NadD block = inhibitors of S. aureus NadD, primary screen, biochemical, colorimetric, uHTS; AID 602399, 2012; Nicotinate-nucleotide adenylyltransferase NadD (Staphylococcus aureus N315); purified NadD enzyme, colorimetric absorbance read-out; inhibition, % at 20 µM; actives 0.78% (n = 360,000); in the data active = inhibition above about 26%; also: some compounds past the cut are filed as inactive
Scp1 inh = Scp-1 phosphatase inhibitors, primary screen, biochemical, colorimetric, uHTS | Recombinant Scp1, phosphopeptide, malachite green phosphate absorbance | inhibition, % at 20 µM | actives 0.88% (n = 340,000);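 active = inhibition above about 50% at 20 µM, limit read from the data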;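 also: plate controls were DMSO wells with enzyme for no effect and wells lacking enzyme for full effect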
Target sequence (Q9GZU7 76-261 limits assumed): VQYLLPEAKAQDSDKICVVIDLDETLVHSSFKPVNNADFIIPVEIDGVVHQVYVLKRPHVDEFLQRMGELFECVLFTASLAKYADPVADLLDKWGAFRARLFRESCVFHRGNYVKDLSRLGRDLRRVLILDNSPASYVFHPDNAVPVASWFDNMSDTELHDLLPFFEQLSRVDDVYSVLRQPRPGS
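System: truncated SCP-1 phosphatase (76-261aa); medium: Tris acetate buffer pH 5.5 with MgCl2 and Tween-20; incubation: 45 min room-temperature reaction, 5 min colour, 30 min stabiliser; compound: single 20 µM dose, 1% DMSO; reagent: Phosphorylated 17-residue peptide substrate; read-out: % inhibition at 20 µM; technique: colorimetric free-phosphate detection, absorbance 630 nm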
LMPTP block = LMPTP phosphatase inhibitors, primary screen, biochemical, fluorescence intensity, uHTS | Low molecular weight phosphotyrosine protein phosphatase (Homo sapiens), P24666 | recombinant LMPTP-A, OMFP fluorogenic substrate | inhibition, % at 20 µM | actives 0.22% (n = 360,000) | AID 651560, 2012;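 active = compounds that cut the enzyme signal by at least half of the control window in the single-dose screen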;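 also: plate controls were DMSO wells with enzyme plus substrate for no effect and substrate without enzyme for full effect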
Target sequence (P24666 whole entry, looked up): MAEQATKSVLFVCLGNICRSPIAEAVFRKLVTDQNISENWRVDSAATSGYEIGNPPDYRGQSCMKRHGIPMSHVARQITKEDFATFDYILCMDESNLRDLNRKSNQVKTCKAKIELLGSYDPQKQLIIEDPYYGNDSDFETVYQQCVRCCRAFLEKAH
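Material: LMPTP-A; amount: 0.625 nM enzyme; doses: single 20 µM dose; times: reaction 50 min, room temperature, dark; technique: fluorescence intensity of OMFP turnover product; benchmarks: no-enzyme and uninhibited controls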
STEP inh = STEP phosphatase inhibitors, primary screen, biochemical, fluorescence intensity, uHTS; Tyrosine-protein phosphatase non-receptor type 5 (Homo sapiens), P54829; recombinant STEP, OMFP fluorogenic substrate; inhibition, % at 20 µM; actives 0.25% (n = 360,000);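 active = inhibition at 20 µM, scaled per plate between control wells, above about 37%, limit read from the data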;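 also: 0% = DMSO with enzyme and substrate and 100% = substrate only without enzyme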
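medium = Bis-Tris buffer pH 6.0, 2.5 mM DTT, 0.005% Tween 20 | test system = STEP (striatal-enriched tyrosine phosphatase) enzyme, cell-free | measure = normalized % inhibition | compound dosing = 20 µM, 1% DMSO | also added = 25 µM OMFP | schedule = reaction 20 min, ambient temperature | measured by = fluorescence read at 480 nm ex / 540 nm em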
CSN inh = inhibitors of CSN-mediated cullin deneddylation, primary screen, biochemical, fluorescence polarization, uHTS | COP9 signalosome complex subunit 5 (Homo sapiens), Q92905 | Purified CSN, SCF-Nedd8-OG deneddylation | inhibition, % at 12.5 µM | actives 0.38% (n = 360,000) | AID 651999, 2013;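 active = pattern-corrected inhibition above about 35%, with an unprinted fluorescence ratio check between 0.5 and 1.5, limit read from the data, passing the limit was not always enough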;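 also: 0% = enzyme with substrate and 100% = substrate without enzyme; some results filed as inactive read as strong as hits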
Target sequence (Q92905 whole entry, looked up, one chain of several): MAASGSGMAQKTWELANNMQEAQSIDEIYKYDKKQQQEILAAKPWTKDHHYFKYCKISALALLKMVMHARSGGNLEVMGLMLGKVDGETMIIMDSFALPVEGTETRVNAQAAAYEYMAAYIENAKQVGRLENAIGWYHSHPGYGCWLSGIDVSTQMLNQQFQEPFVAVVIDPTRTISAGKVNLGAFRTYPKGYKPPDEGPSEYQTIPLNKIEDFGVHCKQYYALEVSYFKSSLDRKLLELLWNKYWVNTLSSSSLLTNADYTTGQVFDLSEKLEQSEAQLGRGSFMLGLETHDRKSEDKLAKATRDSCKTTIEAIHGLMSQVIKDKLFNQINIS
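assay system = purified human Csn5 enzyme expressed in HEK293T cells | amount = 0.24 nM enzyme | buffer or medium = Tris/NaCl/DTT buffer, pH 7.5 | reagent = 10 nM SCFSkp2-Nedd8OG | compound = one concentration, 12.5 µM, 0.25% DMSO | times = 90 min reaction at room temperature | signal = FP | read-out basis = % inhibition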
The depositor's hits bear a star; i = inactive; . = not tested or not shown; + = active, no number.

entry	structure	Rpn11 block	DNMT1 inh	SUMO1-SIM PPI	Neddylation inh	Rin1 Abl inh	NadD block	Scp1 inh	LMPTP block	STEP inh	CSN inh
1	CC(=O)N1CCN(c2ccc(NC(=O)c3ccc(C)cc3)cc2)CC1	i	-0.6	-0.2	i	0.0	1.7	-1.3	-1.2	-1.3	-0.1
2	Cc1cn([C@H]2C[C@H](O)[C@@H](CNCc3cccc(OC4CCCC4)c3)O2)c(=O)[nH]c1=O	i	3.5	0.9	i	-2.3	-3.5	.	-2.7	0.5	1.8
3	CN(C)CC1CCCCC1OC(=O)c1ccc(Br)cc1 (stereo not given)	i	2.1	0.0	i	-1.7	-8.9	0.4	-1.6	0.6	-2.8
4	Cc1ccc(OCCNC(=O)c2cccc(S(=O)(=O)N3CCN(C)CC3)c2)cc1	i	-1.9	-1.9	i	1.1	-8.8	-2.2	-0.6	-1.3	-6.1
5	O=C(Cn1ccc2cc(S(=O)(=O)N3CCCC3)ccc21)NCCc1ccccc1	i	0.7	-1.2	i	2.6	-2.7	-5.5	-1.3	-0.9	1.7
6	CCc1noc(C)c1C(=O)NC1CC(C)(C)Cc2c1cnn2-c1ccccc1 (stereo not given)	i	0.1	-1.2	i	4.6	-4.9	.	-2.3	-0.9	3.4
7	Cc1nn(CCO)c2ncc(C(=O)c3cc(Cl)ccc3O)cc12	i	1.2	-0.8	i	-0.1	0.4	-4.9	-0.3	-2.0	-1.4
8	O=C(O)Cc1ccc(-c2ccccc2)cc1	i	2.1	3.1	i	0.7	-0.1	-3.8	-1.8	2.4	0.9
9	O=S(=O)(c1ccccc1)N(CC(O)CN1CCOCC1)c1ccccc1 (stereo not given)	i	0.9	3.5	i	4.5	-4.8	-4.9	0.0	-1.9	1.9
10	CCS(=O)(=O)N1N=C(c2cccs2)CC1c1cc2cc(C)ccc2nc1Cl (stereo not given)	+	13.6	-9.4	i	-6.4	1.1	-11.3	3.6	2.7	9.6
11	CC(C)(C)c1ccc(C(=O)O)c(C(=O)c2ccc(C(=O)O)cc2)c1	i	7.3	-4.1	i	2.3	-4.4	36.6	2.3	1.1	-0.7
12	Cc1cc(N2CCOCC2)nc(NCc2ccccc2)n1	i	3.5	-5.9	i	-0.5	-2.7	-2.7	1.6	-4.7	2.6
13	O=[N+]([O-])c1ccc(/C=N\N2CCN(c3ccc(Cl)cc3)CC2)cc1	i	17.4	0.1	i	2.0	-2.4	-2.0	-1.0	0.6	2.1
14	COc1ccc(-n2nnc3c(SC(C(C)=O)C(=O)N(C)C)ncnc32)cc1 (stereo not given)	i	0.5	-14.7	i	-0.8	7.7	1.1	6.8	6.3	3.8
15	COc1ccc(N(CC(=O)NCc2ccco2)S(C)(=O)=O)cc1	i	2.5	0.0	i	1.2	10.1	-3.8	-0.8	0.6	2.3
16	CC(C)(C)CN1CCN(Cc2c[nH]c3ccccc23)CC1CCO (stereo not given)	i	1.6	1.2	i	-2.6	6.1	-4.7	3.4	-0.4	3.6
17	CCOC(=O)c1c(NC(=O)Cc2cccs2)sc2c1CCCC2	i	0.1	-0.1	i	1.3	4.7	-0.1	3.2	2.1	1.4
18	Cc1nc(CNS(=O)(=O)c2cccs2)cs1	i	2.9	0.1	i	2.1	2.6	2.9	-0.2	1.5	1.3
19	Cc1c(C(c2cccc([N+](=O)[O-])c2O)c2c(C)n(C)n(-c3ccccc3)c2=O)c(=O)n(-c2ccccc2)n1C	i	2.4	-14.4	i	-1.3	8.3	10.0	-1.5	-3.6	0.7
20	O=C(CCC(=O)N(CC(=O)NC1CCCCC1)c1ccc2c(c1)OCO2)Nc1ccccn1	i	-2.7	1.3	i	0.7	2.7	-0.6	-1.4	-1.7	-5.9
21	COc1cc(CC(=O)Nc2sccc2C(N)=O)cc(OC)c1OC	.	-17.3	-1.0	i	1.6	0.8	-4.8	1.2	-2.1	17.0
22	COc1ccc(CNC(=O)C2CCCN2S(=O)(=O)c2ccc(F)cc2)cc1 (stereo not given)	i	2.4	2.8	i	-1.0	-2.1	-5.2	-0.5	-0.3	-1.4
23	COc1ccc(/C(O)=C2\C(=O)C(=O)N(CCN3CCOCC3)C2c2ccccc2OC)cc1 (stereo not given)	i	-0.2	-4.5	i	-1.4	3.1	-5.5	-0.7	0.7	-10.3
24	COc1ccc(C(=O)OCC(=O)NC(C)(C)C)cc1[N+](=O)[O-]	i	-1.4	-11.6	i	3.4	-0.7	-4.4	-2.3	-2.4	-0.9
25	O=C(CNC(=O)c1ccccc1)Nc1ccsc1C(=O)O	i	1.0	3.9	i	-0.8	-2.3	0.4	-1.0	3.5	-5.8
26	COC(=O)[C@@H]1C[C@@]2(Br)c3ccccc3N(S(=O)(=O)c3ccccc3)[C@H]2N1C(=O)OC	i	2.3	5.6	i	1.1	-0.3	-14.5	1.0	-1.8	2.7
27	COc1ccc(-c2nc(C3CCCCC3)no2)cc1OC	i	-4.0	0.4	i	-0.1	-9.8	-6.1	0.8	0.9	5.0
28	CCCCCC(=O)NNC(=O)c1ccc(F)cc1	i	4.8	-3.0	i	2.2	-0.3	-3.9	-0.3	0.0	-4.0
29	O=C(CCNS(=O)(=O)c1ccccc1C(F)(F)F)NCc1ccc2c(c1)OCO2	i	1.0	2.3	i	1.9	-2.0	-4.9	-0.1	-1.0	1.7
30	CC1(C(=O)Nc2ccccc2)CCN1C(=O)C1(c2ccc(Cl)cc2)CC1 (stereo not given)	i	-0.1	0.5	i	-1.1	-3.4	.	0.1	-1.5	-1.7

Part of the list above, reformatted.
[27] COc1ccc(-c2nc(C3CCCCC3)no2)cc1OC
[28] CCCCCC(=O)NNC(=O)c1ccc(F)cc1

Screen / compound no. | 27 | 28
Rpn11 block | i | i
DNMT1 inh | -4.0 | 4.8
SUMO1-SIM PPI | 0.4 | -3.0
Neddylation inh | i | i
Rin1 Abl inh | -0.1 | 2.2
NadD block | -9.8 | -0.3
Scp1 inh | -6.1 | -3.9
LMPTP block | 0.8 | -0.3
STEP inh | 0.9 | 0.0
CSN inh | 5.0 | -4.0

The listing continues.
entry	structure	Rpn11 block	DNMT1 inh	SUMO1-SIM PPI	Neddylation inh	Rin1 Abl inh	NadD block	Scp1 inh	LMPTP block	STEP inh	CSN inh
31	Cc1ccccc1NC(=O)C1CCCN1C(=O)NC1CCCCC1 (stereo not given)	i	0.5	1.4	i	-3.2	-5.5	-8.0	-0.4	-2.3	2.1
32	CC(C)C(=O)Nc1cc(C(F)(F)F)ccc1N1CCOCC1	i	-0.6	3.1	i	3.5	10.0	-6.3	0.1	0.4	-6.0
33	COC(=O)C1C/C(=N\NS(=O)(=O)c2ccc(C)cc2)c2ccccc2C1 (stereo not given)	i	1.1	-2.9	i	1.7	1.7	0.1	1.4	2.0	-1.2
34	Cc1ccc(C)c(OCCn2cc(/C=C(\C#N)C(=O)NCc3cccs3)c3ccccc32)c1	i	-2.3	-0.3	.	-2.4	4.4	-15.6	4.7	4.7	-1.0
35	O=[N+]([O-])c1cccc(-c2ccc(/C=N/NC(=S)NCc3ccco3)o2)c1	i	-6.7	-4.2	i	-1.7	1.1	-14.1	3.2	4.8	-0.9
36	CCOc1cc(C2/C(=C(/O)c3ccc(S(=O)(=O)N4CCCCC4)cc3)C(=O)C(=O)N2CCOC)ccc1O (stereo not given)	i	0.1	-16.3	i	2.4	5.2	1.1	-2.5	1.6	-1.1
37	Cc1ccc(NC(=O)CN(C)CC(=O)Nc2ccccc2-c2ccccc2)cc1	i	1.4	0.2	i	1.8	5.8	10.6	-1.2	0.8	-6.0
38	Cc1ccc(NC(=O)C2=CN3CCS(=O)(=O)N=C3C=C2)cc1	i	-0.6	4.8	i	-1.2	-1.7	0.0	-0.5	-3.5	-3.4
39	O=C(c1cc2cc(Cl)cc(Cl)c2oc1=O)N1CCOCC1	i	0.8	-4.8	i	2.1	-1.5	-4.4	-0.8	-0.9	-1.4
40	CCS(=O)(=O)c1ccc(NC(=O)c2ccccc2Cl)c(O)c1	i	6.5	-2.4	i	-1.4	-2.8	-8.5	-0.8	1.4	-0.4
41	CCOc1ncccc1C(=O)OCC(=O)Nc1ccc2c(c1)CCC2	i	0.0	1.6	i	0.6	0.7	-2.7	1.1	0.4	-8.7
42	N=c1n(CCO)c2ccccc2n1CCOc1ccccc1	i	2.8	-1.3	i	1.4	-5.9	-9.2	-0.9	1.8	-0.9
43	CC(C)c1ccc2oc(=O)cc(CN3CCN(c4ccccc4)CC3)c2c1	i	6.3	0.0	i	-1.8	3.9	-3.1	3.6	-0.8	2.0
44	COc1ccccc1NC(=O)COC(=O)/C=C/c1ccc2c(c1)OCO2	i	-3.4	-2.3	i	-1.3	-6.1	-6.4	1.0	4.3	-14.8
45	COc1ccc(NC(=O)Cn2nc([N+](=O)[O-])c(Cl)c2C)cc1OC	i	0.3	-10.8	i	-3.4	-1.1	-7.4	1.2	2.0	-2.3
46	Cc1cccc(N2C(=O)CC(N3CCOCC3)C2=O)c1 (stereo not given)	i	1.4	-1.3	i	-1.4	2.5	-2.0	-0.1	-2.5	-3.3

Assay outcomes: PubChem BioAssay, several laboratories
